# Source: PubChem
# PPC-1+TRAIL kill: kills PPC-1 cancer cells in the presence of TRAIL | 0.41% of 220,000 active | PPC-1 cells + TRAIL, ATPLite viability luminescence | cell killing (% activity), % at 4 µM;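 active means cell killing above 50% in the first pass at 4 µM, then a duplicate retest at 5 µM averaging 50% or more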;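 further: plate controls were cells with TRAIL plus DMSO for no effect and medium-only wells lacking cells for full effect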
# Wee1 stabilizer: blocks degradation of human Wee1 kinase; P30291; 1.2% of 220,000 active; reporter increase, % at 5 µM; HeLa Luc-Wee1K328M stability, luciferase luminescence; 100% = proteasome inhibitor MG132 effect;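 active means activation above the mean of all tested compounds plus 3 SD, set per screening run, cut at about 8.8% in these data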;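 further: cells exposed to compound for 20 h before luminescence read; 0% = DMSO alone and 100% = MG132 at 30 µM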
# TNF necrop inh: inhibitors of TNF-alpha induced necroptosis in Jurkat FADD-/- cells; Jurkat FADD-/- TNF necroptosis rescue, ATP luminescence, 24 h; 0 = TNF only, 100 = no-TNF cells; activation (protection from cell death), % at 10 µM; 0.068% of 220,000 active; AID 463075;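 active means activation, meaning protection from cell death, of at least 50% relative to plate controls; inactive means activation below 50%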;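 further: necroptosis triggered by 40 ng/mL TNF-alpha added together with compound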
# CHOP inh: blocks CHOP induction under ER stress; CHO-K1 CHOP-promoter luciferase, tunicamycin-induced, 15-18 h; inhibition, % at 10 µM; 3.8% of 220,000 active;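 active means compounds that reduced the stress-induced luciferase reporter signal by more than about 70% of percent inhibition, limit read from the data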;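 further: 0% = tunicamycin plus vehicle and 100% = wells without tunicamycin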
# Tb hexokinase: T. brucei hexokinase 1 inhibition. 0.11% of 220,000 active. inhibition, % at 10 µM. recombinant TbHK1, G6PDH-coupled NADH A340;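 active means inhibition of 50% or more in the single-dose primary screen; inactive means inhibition below 50%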
# FXIIa inh: inhibitors of human coagulation factor XIIa; inhibition, % at 5 µM; AID 800; purified FXIIa, Boc-QGR-AMC fluorogenic substrate, 2 h; 0.3% of 220,000 active; P00748; in the data active means inhibition above about 40%;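 further: 0% = enzyme with no compound and 100% = blank without enzyme; many of its hits are not listed in these tables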
# L929 necroptosis: L929 zVAD cell death inhibition | 0.38% of 220,000 active | L929 zVAD necroptosis rescue, ATP luminescence, 24 h; with zVAD 60 µM | viability rescue, % at 10 µM;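 active means activation, scaled between plate controls, above about 75%, limit read from the data; inactive means activation under that limit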;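 further: 0% = zVAD with DMSO and 100% = DMSO alone without zVAD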
# PGE2 EP2 inh: inhibitors of human EP2 prostaglandin E2 receptor; AID 1422; inhibition, % at 25 µM; C6 glioma cells expressing human EP2, cAMP TR-FRET; cells stimulated with saturating PGE2; P43116; 0.52% of 260,000 active;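 active means percent inhibition above 40 after rounding to a whole number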;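 further: rat C6 glioma host cells with rolipram phosphodiesterase inhibitor present; the protocol text gives 20 µM as final concentration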
# Target sequence (P43116 whole entry, looked up): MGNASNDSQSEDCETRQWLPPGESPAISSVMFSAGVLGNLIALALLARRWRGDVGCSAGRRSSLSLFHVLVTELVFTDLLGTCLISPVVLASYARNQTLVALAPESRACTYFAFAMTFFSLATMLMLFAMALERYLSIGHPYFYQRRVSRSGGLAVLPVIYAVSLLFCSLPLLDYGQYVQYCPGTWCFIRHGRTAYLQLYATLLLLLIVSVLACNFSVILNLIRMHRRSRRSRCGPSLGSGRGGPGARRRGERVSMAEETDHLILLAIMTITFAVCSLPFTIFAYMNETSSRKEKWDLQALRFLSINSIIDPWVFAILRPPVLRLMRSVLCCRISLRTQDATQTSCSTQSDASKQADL
# FXIa inh 1536: factor XIa (human) inhibition; 0.14% of 220,000 active; inhibition, % at 5 µM; P03951; purified FXIa, Boc-Glu-Ala-Arg-AMC fluorogenic substrate;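 active means inhibition of at least 40%; inactive means inhibition below 40%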;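 further: fluorescence of freed AMC excited at 355 nm; 0% = enzyme without compound and 100% = no enzyme blank; many of its hits are not listed in these tables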
# Target sequence (P03951 19-387 limits assumed): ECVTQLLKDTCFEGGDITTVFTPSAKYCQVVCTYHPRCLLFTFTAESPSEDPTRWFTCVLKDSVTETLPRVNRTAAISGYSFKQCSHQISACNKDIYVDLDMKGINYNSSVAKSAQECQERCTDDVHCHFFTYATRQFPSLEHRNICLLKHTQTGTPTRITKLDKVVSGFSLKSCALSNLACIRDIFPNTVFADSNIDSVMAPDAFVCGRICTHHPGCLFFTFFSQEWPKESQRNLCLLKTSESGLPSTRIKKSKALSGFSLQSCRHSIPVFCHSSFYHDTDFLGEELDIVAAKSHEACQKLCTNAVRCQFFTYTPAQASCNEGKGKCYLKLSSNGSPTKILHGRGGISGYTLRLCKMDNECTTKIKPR
# Target sequence (P03951 388-625 limits assumed): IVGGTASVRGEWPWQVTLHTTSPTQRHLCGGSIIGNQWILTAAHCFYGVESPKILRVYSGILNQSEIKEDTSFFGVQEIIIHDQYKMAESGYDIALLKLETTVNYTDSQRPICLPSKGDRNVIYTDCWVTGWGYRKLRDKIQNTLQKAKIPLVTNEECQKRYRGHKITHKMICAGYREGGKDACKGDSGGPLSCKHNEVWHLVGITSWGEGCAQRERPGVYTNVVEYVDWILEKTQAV
# The depositor's hits bear a star; / = not tested or not shown; & = joins results of further samples. Not all compounds are listed; rates above refer to the full screens.
SMILES,PPC-1+TRAIL kill,Wee1 stabilizer,TNF necrop inh,CHOP inh,Tb hexokinase,FXIIa inh,L929 necroptosis,PGE2 EP2 inh,FXIa inh 1536
C=C(C)CC(c1ccccc1)N(C(C)=O)c1ccco1 (stereo not given),10,0,0.2,-14,1,-2,0.0,2,-5
Cc1c(N=Cc2c(O)n(C)c(=O)c3ccccc23)c(=O)n(-c2ccccc2)n1C,25,-1,-8.5,26,-5,7,-0.4,6,-4
CCCn1nc(NC(=O)c2cccs2)c2cc3ccc(C)cc3nc21,28,-1,-0.5,10,-18,5,4.8,7,1
CC(C)(C)CC(C)(C)NC(=S)N1CCN(Cc2ccc3c(c2)OCO3)CC1,-10,0,0.7,7,3,0,0.4,8,-7
CN(C)c1cccc(C(=O)OCC(=O)Nc2ccccc2Sc2ccccc2)c1,4,2,2.3,24,12,16,0.9,14,4
CCOC(=O)N1CCN(CC(=O)Nc2ccc(F)c(F)c2F)CC1,17,7,-0.2,5,-8,10,-0.5,5,2
CC12CCC(C(=O)NCc3cccnc3)(OC1=O)C2(C)C (stereo not given),-24,-2,-1.9,-7,9,-8,0.6,16,-8
CCCN1Cc2cccc(C(=O)Nc3cc(OC)cc(OC)c3)c2C1=O,19,-2,0.7,27,10,2,2.7,8,3
Cc1[nH]c2ccccc2c1/C=N/NC(=O)c1cccs1,16,1,-4.6,42,-42,3,75,15,-3
COc1ccc(/C=N/NC(=O)CN(Cc2ccccc2)S(=O)(=O)c2ccc3c(c2)OCCO3)cc1,3,0,1.9,40,14,26,3.1,13,9
COc1ccc(/C=C2\SC(=S)N(NC(=O)c3ccncc3)C2=O)cc1OC,21,0,0.1,-3,-8,-1,0.4,7,-5
CC(C)Cn1c(N2CCN(CC(=O)Nc3ccc(Cl)cc3)CC2)nc2ccccc21,6,-1,4.5,66,-9,11,4.1,8,-1
O=C(Nc1cccc2ccccc12)N1CCc2ccccc2C1,22,1,-1.3,8,4,0,-1.1,23,-5
CC(=O)Nc1nonc1NC(=O)c1ccc(F)cc1,0,3,1.0,25,-12,12,0.0,9,9
CCOC(=O)C1(Cc2ccccc2)CCCN(C2CCN(C(C)=O)CC2)C1 (stereo not given),6,-1,0.6,2,-4,0,0.3,7,-4
COC(=O)C(C)(C(=O)OC)c1ccccc1[N+](=O)[O-],-7,-2,0.4,21,32,11,1.0,7,-4
O=C(COc1ccc2ccccc2c1Br)NC(=S)Nc1cccc(CO)c1,13,1,1.1,61,-12,4,0.7,19,0
COc1ccc(NC(=O)COc2ccc(C)cc2)c([N+](=O)[O-])c1,18,5,1.3,45,-4,5,7.7,7,-3
CCC(C)(C)n1nnnc1C(c1cccs1)N1CCCCC1 (stereo not given),9,-2,-1.0,4,2,6,-0.7,10,0
Cc1ccc(-n2c(Cc3cccn3C)nnc2SCC(=O)Nc2cc(C)on2)cc1,6,1,-0.2,23,-10,15,0.1,6,7
O=C(CSc1nc2scc(-c3ccccc3)c2c(=O)[nH]1)N1CCCCC1,3,6,0.8,5,-1,7,0.8,5,-1
O=C(Cn1cnc2c(nnn2Cc2ccccc2F)c1=O)OCc1ccccc1,6,-1,-3.4,-12,-3,20,0.0,/,10
O=C(N/N=C\c1ccc([N+](=O)[O-])o1)c1cncc(Br)c1,26,-1,-9.6,-34,-36,11,0.7,7,6
O=C(O)CCCC(=O)NS(=O)(=O)c1ccc(Cl)cc1,8,5,0.0,20,12,16,-0.4,10,10
CCOc1ccc(S(=O)(=O)NCc2ccccn2)cc1,4,-2,0.2,20,4,2,0.3,7,3
Cc1ccc(NC(=O)c2noc(C(C)C)c2[N+](=O)[O-])cc1,10,-1,2.1,8,-12,-1,2.5,9,-3
Cc1c(N2C(=O)/C(=C\c3cccc4ccccc34)SC2=S)c(=O)n(-c2ccccc2)n1C,15,-2,-1.3,12,-14,4,0.4,12,4
COc1ccc(NC(=O)CSc2nnc(Cn3c(=O)sc4ccccc43)n2C)c(OC)c1,-30,3,1.4,24,0,15,9.1,/,2
COc1cc(C(=O)NCc2ccncc2)cc(OC)c1OC,12,2,-0.2,7,-8,7,26,7,-6
COC(=O)c1cc(F)c(-n2cncn2)c(F)c1,5,-2,-1.7,-12,1,21,0.2,10,4

# Ordered by molar mass (falling): 13 of the compounds above
SMILES,PPC-1+TRAIL kill,Wee1 stabilizer,TNF necrop inh,CHOP inh,Tb hexokinase,FXIIa inh,L929 necroptosis,PGE2 EP2 inh,FXIa inh 1536
COc1ccc(NC(=O)CSc2nnc(Cn3c(=O)sc4ccccc43)n2C)c(OC)c1,-30,3,1.4,24,0,15,9.1,/,2
Cc1c(N2C(=O)/C(=C\c3cccc4ccccc34)SC2=S)c(=O)n(-c2ccccc2)n1C,15,-2,-1.3,12,-14,4,0.4,12,4
O=C(COc1ccc2ccccc2c1Br)NC(=S)Nc1cccc(CO)c1,13,1,1.1,61,-12,4,0.7,19,0
Cc1ccc(-n2c(Cc3cccn3C)nnc2SCC(=O)Nc2cc(C)on2)cc1,6,1,-0.2,23,-10,15,0.1,6,7
O=C(Cn1cnc2c(nnn2Cc2ccccc2F)c1=O)OCc1ccccc1,6,-1,-3.4,-12,-3,20,0.0,/,10
CCOC(=O)C1(Cc2ccccc2)CCCN(C2CCN(C(C)=O)CC2)C1 (stereo not given),6,-1,0.6,2,-4,0,0.3,7,-4
O=C(N/N=C\c1ccc([N+](=O)[O-])o1)c1cncc(Br)c1,26,-1,-9.6,-34,-36,11,0.7,7,6
CCC(C)(C)n1nnnc1C(c1cccs1)N1CCCCC1 (stereo not given),9,-2,-1.0,4,2,6,-0.7,10,0
COc1ccc(NC(=O)COc2ccc(C)cc2)c([N+](=O)[O-])c1,18,5,1.3,45,-4,5,7.7,7,-3
O=C(O)CCCC(=O)NS(=O)(=O)c1ccc(Cl)cc1,8,5,0.0,20,12,16,-0.4,10,10
COc1cc(C(=O)NCc2ccncc2)cc(OC)c1OC,12,2,-0.2,7,-8,7,26,7,-6
Cc1ccc(NC(=O)c2noc(C(C)C)c2[N+](=O)[O-])cc1,10,-1,2.1,8,-12,-1,2.5,9,-3
COC(=O)C(C)(C(=O)OC)c1ccccc1[N+](=O)[O-],-7,-2,0.4,21,32,11,1.0,7,-4

# Going on with the list.
SMILES,PPC-1+TRAIL kill,Wee1 stabilizer,TNF necrop inh,CHOP inh,Tb hexokinase,FXIIa inh,L929 necroptosis,PGE2 EP2 inh,FXIa inh 1536
CCC(CC)NC(=O)CSc1nnc(-c2ccc(OC)cc2)n1C(C)C,34,-1,0.5,5,-2,16,-1.1,11,3
COc1ccc(CCC(C)Nc2ccc(F)c(F)c2)cc1 (stereo not given),-34,3,1.2,59,1,4,-0.1,1,1
Cc1ccc(-c2cc(C(=O)NC3=NCCS3)c3ccccc3n2)cc1C,25,6,0.4,10,-3,9,1.7,4,5
C=CCn1nnnc1SCC(=O)Nc1cccc(OC)c1,1,2,3.8,2,1,-2,1.7,3,6
CCS(=O)(=O)c1ccc2c(c1)N(S(C)(=O)=O)CC(C(=O)NC1CC1)O2 (stereo not given),7,-1,0.1,-36,4,8,0.8,5,-3
CC(C)c1ccc(NC(=O)CCNS(=O)(=O)c2cccc3nsnc23)cc1,14,0,-0.9,41,-6,14,-0.3,16,4
Fc1ccc(C2=NNC(=NCc3ccccc3)SC2)cc1F,-3,3,51*,3,-5,14,57,3,-2
CC1CCN(c2ccc([N+](=O)[O-])cc2C(N)=O)CC1,10,-2,-0.3,45,-13,-1,0.9,9,-8
COc1ccc(/C=N\NS(=O)(=O)c2ccc(Br)cc2)cc1COc1ccccc1[N+](=O)[O-],30,2,-0.4,-7,-11,30,-0.5,10,22
O=C(Nc1ncc(Cc2ccccc2)s1)C1CCCO1 (stereo not given),21,11*,8.5,45,-5,12,0.7,11,-1
O=S(=O)(c1ccc(Cl)c(NC(=S)Nc2cccc(O)c2)c1)N1CCOCC1,28,0,3.3,22,-3,-2,0.9,8,-8
O=C1CN(S(=O)(=O)c2ccc(Cl)cc2)CC(=O)N1CCc1ccccc1,-12,-2,0.1,27,-3,8,-0.2,1,-4
O=C(CCS(=O)(=O)c1ccc(Cl)cc1)Nc1ccc(N2CCOCC2)cc1,11,0,-0.1,10,1,8,-0.4,3,-1
COc1cccc(CNC(=O)c2n[nH]c3ccccc23)c1,28,-2,0.1,15,-11,11,3.8,1,-2
Cc1cc(N=CC2=C(O)CCCC2=O)no1,9,-1,-3.7,20,-2,10,0.3,4,6
CCC(C)[C@@H](C(=O)Nc1ccc(OC)c(OC)c1)N1Cc2ccccc2C1=O (stereo not given in full),12,1,-0.3,31,-3,5,0.6,15,-1
CC1CCCCN1S(=O)(=O)c1ccc(N(C(=O)c2cnccn2)C(C(=O)NC2CCCC2)c2cccs2)cc1 (stereo not given),12,-3,3.0,6,32,8,-0.6,7,5
CN(C)S(=O)(=O)c1ccc(C(=O)OCC(=O)Nc2cccnc2Cl)cc1,-6,2,0.1,1,3,8,1.4,10,-4
O=C1CC(C(=O)NC2CCCCC2)C(c2ccccc2)O1 (stereo not given),36,1,-0.8,35,-3,14,0.2,7,-3
C=CCSC1=C(C#N)C(c2ccccc2OCC)CC(=O)N1 (stereo not given),-14,1,-1.3,4,3,21,-0.9,20,4
Cc1nc(N2CCOCC2)c(C#N)c(C)c1Br,13,-1,0.6,38,-5,8,0.5,13,-11
CCC1=C/C(=C/c2sc3ccccc3[n+]2CC)CC(C)(C)C1,/,2,-6.0,40,-14,1,-2.0,3,-5
CC/C(=N\NC(N)=O)c1ccc(OC)c(OC)c1,-12,-2,0.4,4,-2,2,6.9,6,-3
COc1ccc(OCCC(=O)OCC(=O)Nc2cccc(Br)c2)cc1,9,4,0.6,43,-12,12,0.1,3,4
COc1ccc(NC(=O)c2ccco2)cc1NC(=O)c1ccc(C)cc1,21,1,-0.2,13,14,9,7.6,12&9,-2
O=c1sc(N2CCN(c3ccc(F)cc3)CC2)nc2ccsc12,17,0,2.1,27,-4,25,1.0,13,18
COc1ccc(C2C(C(C)=O)=C(O)C(=O)N2c2nccs2)c(OC)c1 (stereo not given),-3,-1,-2.9,19,-15,3,1.7,18,2
Cn1c(=O)c(C(=O)Nc2ccccc2S(N)(=O)=O)c(O)c2ccccc21,6,2,3.5,56,-11,-3,0.2,7,-3
CN(C)c1nc(N(C)C)n(C(=O)c2cccs2)n1,13,0,-0.8,5,-8,5,1.6,8,-6
Cc1ccc(NC(=O)CSc2nnc(C)n2CC2CCCO2)cc1 (stereo not given),-2,0,-0.1,12,1,2,1.3,7,-5
O=C(CC(Sc1n[nH]c(-c2ccccc2)n1)c1ccccc1)NCc1ccccc1 (stereo not given),28,2,0.8,16,1,11,3.6,12,4
O=c1c2cc(Cl)ccc2nc(-c2ccc(Cl)c(Cl)c2)n1O,12,-3,-4.8,102*,0,12,1.1,11,0
COC(=O)c1ccc(N2CCCCC2)c(N)c1,41,0,0.3,-3,-5,7,1.0,5,-3
